# PLCg1 inh: PLC-gamma1 enzyme inhibitors, primary screen, biochemical, fluorescence, purified enzyme | 0.84% of 370,000 active | 1-phosphatidylinositol 4,5-bisphosphate phosphodiesterase gamma-1 (Homo sapiens), P19174 | inhibition, % at 12.2 µM | fluorogenic substrate; in the data active = inhibition above about 9.5%
# ARFGAP1 inhibitor: inhibitors of rat ARFGAP1 GAP activity, primary screen, biochemical, fluorescence polarization, GDP tracer; ADP-ribosylation factor GTPase-activating protein 1 (Rattus norvegicus), Q62848; Arfgap1-stimulated ARF1 GTP hydrolysis, GDP FP detection; inhibition, % at 16.5 µM; 0.26% of 360,000 active; AID 651572, 2012;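 active = inhibition above a per-plate limit, mean inhibition of low control wells plus 3 SD, cut at about 25% in these data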;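 also: 0% = DMSO wells with enzyme and 100% = wells lacking Arfgap1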
#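 Material: truncated rat Arfgap1 GAP domain; Incubation: compound-enzyme preincubation 20 min, reaction 120 min, detection 60 min, 25 °C; Read-out: percent inhibition of Arfgap1-stimulated GTP hydrolysis; Technique: FP, GDP Alexa 633 tracer displaced from anti-GDP antibody, 620/688 nm; Controls: No-Arfgap1 wells (100%) versus DMSO full-reaction wells (0%); Replication: single well per compound.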
# TDP2 absorb: human TDP2 enzyme inhibitors, primary screen, biochemical, epi absorbance, recombinant enzyme; AID 720702, 2013; inhibition, % at 12.8 µM; 0.34% of 370,000 active; T5PNP hydrolysis, p-nitrophenol absorbance 415 nm;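 active = inhibition above the mean of all tested compounds plus 3 SD, set per campaign, cut at about 25% in these data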;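 also: 0% = DMSO with enzyme and 100% = buffer with substrate but no TDP2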
#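 Incubation: 2 h at 37 °C; Test system: recombinant human TDP2; Quantity: enzyme 120 nM; Read-out basis: percent inhibition; Medium: 50 mM Tris-HCl pH 7.5 with Mg2+, KCl, DTT, BSA; Repeats: single replicate; Compound: 12.8 µM single point, 1% DMSO; Signal: epi absorbance; Reagent: 5 mM T5PNP chromogenic substrate; Benchmarks: no-enzyme high, DMSO-plus-enzyme low.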
# ADAM17 inh: ADAM17 inhibitors, primary screen, biochemical, QFRET. 0.83% of 370,000 active. inhibition, % at 6.95 µM. Disintegrin and metalloproteinase domain-containing protein 17 (Homo sapiens), P78536. recombinant ADAM17, EDANS/DABCYL FRET peptide cleavage. AID 720648, 2013;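 active = inhibition above the mean of compounds lying between control limits plus 3 SD, set per campaign, cut at about 8.5% in these data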;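 also: 0% = DMSO-only wells as the low control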
# ADAM10 inh: human ADAM10 inhibitors, primary screen, biochemical, QFRET, HTS; recombinant ADAM10, EDANS/DABCYL FRET peptide cleavage, 3 h; inhibition, % at 7 µM; 0.62% of 370,000 active; AID 720582, 2013;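 active = inhibition above a per-campaign cutoff equal to the mean of compounds falling between control-based bounds plus 3 SD, cut at about 20% in these data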;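 also: 0% = DMSO wells while the 100% control is not disclosed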
# Target sequence (O14672 214-748 limits assumed): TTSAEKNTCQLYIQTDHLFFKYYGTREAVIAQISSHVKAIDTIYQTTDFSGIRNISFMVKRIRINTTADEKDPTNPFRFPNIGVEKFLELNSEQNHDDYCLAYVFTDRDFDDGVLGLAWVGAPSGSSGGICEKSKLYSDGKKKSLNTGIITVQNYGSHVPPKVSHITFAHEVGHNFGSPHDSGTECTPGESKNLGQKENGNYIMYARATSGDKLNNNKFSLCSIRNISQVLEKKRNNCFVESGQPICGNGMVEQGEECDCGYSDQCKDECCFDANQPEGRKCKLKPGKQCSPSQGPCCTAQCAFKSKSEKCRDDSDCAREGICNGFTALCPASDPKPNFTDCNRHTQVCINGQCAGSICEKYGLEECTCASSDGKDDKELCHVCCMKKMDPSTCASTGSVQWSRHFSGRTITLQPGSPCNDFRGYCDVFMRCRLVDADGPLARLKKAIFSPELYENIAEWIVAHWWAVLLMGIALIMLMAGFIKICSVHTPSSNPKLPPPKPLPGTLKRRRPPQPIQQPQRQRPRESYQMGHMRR
# PLCb3 inh: human PLC-beta3 inhibitors, primary screen, biochemical, fluorescence. 1-phosphatidylinositol 4,5-bisphosphate phosphodiesterase beta-3 (Homo sapiens), Q01970. AID 720704, 2013. 0.18% of 370,000 active. Purified PLC-beta3, fluorogenic substrate. inhibition, % at 12.2 µM; in the data active = inhibition above about 11%;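 also: 0% = median of compound wells on plate and 100% = full blocker control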
# SIAE inh: human SIAE inhibitors, primary screen, biochemical, fluorescence polarization, FP-Rh probe, 1536-well HTS; Sialate O-acetylesterase (Homo sapiens), Q9HAT2; SIAE FP-Rh probe binding; inhibition, % at 9.66 µM; 0.69% of 370,000 active; AID 1053197, 2014;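 active = inhibition above a cutoff: mean of compounds within the control limits plus 3 SD of those, cut at about 17% in these data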;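 also: 0% = plate median of compound wells and 100% = probe without SIAE protein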
# Target sequence (Q9HAT2 whole entry, looked up): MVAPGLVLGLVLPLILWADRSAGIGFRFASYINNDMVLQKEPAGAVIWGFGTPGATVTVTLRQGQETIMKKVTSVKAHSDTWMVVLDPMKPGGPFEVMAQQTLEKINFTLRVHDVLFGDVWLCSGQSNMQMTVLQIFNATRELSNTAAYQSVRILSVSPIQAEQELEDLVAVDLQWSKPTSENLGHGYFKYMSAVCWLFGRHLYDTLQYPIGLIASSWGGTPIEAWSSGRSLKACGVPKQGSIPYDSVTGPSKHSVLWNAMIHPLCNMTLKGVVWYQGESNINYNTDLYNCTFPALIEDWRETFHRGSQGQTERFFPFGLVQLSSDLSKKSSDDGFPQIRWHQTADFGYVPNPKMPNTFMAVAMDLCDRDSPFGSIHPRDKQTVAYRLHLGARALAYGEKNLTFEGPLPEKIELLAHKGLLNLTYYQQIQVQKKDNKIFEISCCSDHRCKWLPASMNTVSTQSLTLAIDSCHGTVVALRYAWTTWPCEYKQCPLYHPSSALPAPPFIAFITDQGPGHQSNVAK
# ASAP1 inh: inhibitors of human ASAP1 ArfGAP activity, primary screen, biochemical, fluorescence polarization. Arf-GAP with SH3 domain, ANK repeat and PH domain-containing protein 1 (Homo sapiens), …. ASAP1-stimulated ARF1 GTP hydrolysis, GDP FP detection. inhibition, % at 16.5 µM. 0.19% of 360,000 active. AID 624377, 2012; in the data active = inhibition above about 25%;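 also: 0% = vehicle with enzyme and substrate and 100% = no enzyme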
# DDE Tn7 FP inh: inhibitors of Tn7 peptide binding to fibrin DD(E), primary screen, biochemical, fluorescence polarization, human fibrin, Tn7 probe; Fibrinogen beta chain (Homo sapiens), P02675; FP displacement of FITC-Tn7 peptide from fibrin DD(E); 0% = median of compound wells per plate; inhibition, % at 8.3 µM; 0.13% of 370,000 active; AID 720508, 2013;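 active = inhibition above the mean of compounds falling within the control limits plus 3 SD of them, cut at about 14% in these data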;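 also: 0% = plate median of compound wells and 100% = 10 µM Aha-Tn7 peptide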
#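 Test system – human fibrin DD(E) · Times – 10 min preincubation, 3 h with tracer, room temperature · Detection – fluorescence polarization of the labelled Tn7 tracer · Measure – percent inhibition normalized to high-control wells · Benchmarks – high control wells with 10 µM unlabelled Aha-Tn7 peptide (full inhibition) · Repeats – singlicate testing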
# Tn6 DDE FP: inhibitors of Tn6 peptide binding to fibrin DD(E), primary screen, biochemical, fluorescence polarization, human fibrin, Tn6 probe. Fibrinogen beta chain (Homo sapiens), P02675. Fibrin DD(E) TRITC-Tn6 fluorescence polarization displacement. inhibition, % at 8.3 µM. 0.21% of 370,000 active;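 active = inhibition above a per-campaign cutoff: mean of compounds within control limits plus 3 SD, cut at about 15% in these data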;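 also: 0% = median of all compound wells on the plate and 100% = blocking peptide control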
# Active calls of the source: *; nt = not tested or not shown.
SMILES,PLCg1 inh,ARFGAP1 inhibitor,TDP2 absorb,ADAM17 inh,ADAM10 inh,PLCb3 inh,SIAE inh,ASAP1 inh,DDE Tn7 FP inh,Tn6 DDE FP
CC(C)c1ccc(CCNC(=O)CSC(=S)N2CCCC2)cc1,4,-8,-12,0,4,-14,-4,-4,1,-1
CN(Cc1ccccn1)Cc1cn(Cc2ccccc2)nc1-c1ccc2c(c1)OCO2,-3,12,10,-5,-4,-4,0,-11,0,-4
Cc1csc(SC(C)C(=O)Nc2ccc3c(c2)OCCO3)n1 (stereo not drawn),-2,0,2,1,6,0,4,-12,9,4
O=C(Nc1cccc(S(=O)(=O)NC2=NCCC2)c1)c1ccc(F)cc1,-1,2,0,-2,4,-6,1,1,3,2
CCN(CC)C(=O)C1=C(C)N(Cc2ccc(F)cc2)C(=O)C(CC(=O)NCCN2CCOCC2)C1 (stereo not drawn),3,-9,1,0,-9,0,-5,-4,-3,-8
CCCCn1c(=O)[nH]c(=O)c2c1nc(-c1ccc(C(F)(F)F)cc1)n2C,0,13,2,-4,-12,-7,-6,-4,3,8
CCCS(=O)(=O)NC(=O)C1(C)CCCN(C(=O)c2ccc(C(F)(F)F)cc2)C1 (stereo not drawn),5,-14,-18,5,1,6,3,4,-7,-3
CCN1C(=O)CC(NNC(=O)c2ccccc2)C1=O (stereo not drawn),1,-2,4,-2,7,-2,3,7,-1,-2
CCC(C)OC(=O)C[N+](C)(C)CCOC1CC2CCC1(C)C2(C)C (stereo not drawn),3,8,1,-4,-15,0,2,5,0,-1
CC1CCN(C(=S)NC(=O)c2cccs2)CC1,5,-3,-23,7,3,4,-11,-8,-10,0
CN1CCN(C(CNC(=O)c2ccc(Br)o2)c2ccc(F)cc2)CC1 (stereo not drawn),1,3,14,-3,-3,2,4,-11,-4,6
Cc1cc(NC(=O)Cc2c(F)cccc2Cl)no1,9,-4,-16,1,10,6,-2,-3,-3,2
CCn1c(C)c(C)c2cc(C(=O)NCCCN3CCN(C)CC3)ccc21,-20,-6,2,-10,-29,-33,-3,-7,4,-4
CCC(O)CNC(=O)CCc1nnc(C2(c3ccc(Cl)cc3)CCC2)o1 (stereo not drawn),0,2,-7,-3,6,-5,-7,6,7,8
Cn1nnnc1SCCNCc1ccccc1OCc1ccccc1Cl,-1,1,1,-4,-2,-6,-2,4,-3,-3
Oc1cccc(C=NCc2ccccc2)c1,0,-1,6,-4,1,4,8,2,2,-6
Cc1cc(C)c(C(=O)O)c(Cl)n1,-3,2,15,-3,2,-7,-4,3,2,-2
Cc1nc2ccccc2n1C1CCN(C(=O)Nc2ccccc2)CC1,1,-1,-1,-2,4,-6,1,8,5,2
O=c1cc(CN2CCN(c3ccc(F)cc3)CC2)nc2sccn12,-69,-11,-12,-12,-43,-82,1,2,-9,-1
CCOC(=O)[C@]12CCCC=C1N(Cc1ccc(Cl)cc1Cl)C(=O)[C@H](CC(=O)N1CCCC1)C2,5,0,-3,3,7,3,-1,-11,-1,0
O=C(Nc1ccccc1)Nc1ncc(C(F)(F)F)cc1Cl,1,-1,-3,-2,1,2,3,9,9,1
O=C(N/N=C/C(Cl)=C/c1ccccc1)c1cnccn1,-16,-1,9,-2,-8,-22,-3,-2,5,5
CC(C)(C)C(=O)Cn1c(=N)n(Cc2ccccc2)c2ccccc21,1,4,-3,4,0,4,4,-3,5,-2
Cc1cc(C)c(NC(=O)C2CCCN2C(=O)NC2CCCCC2)c(C)c1 (stereo not drawn),1,2,-13,-1,-4,2,2,4,3,13
O=C1CCCN1CCCNC(=S)Nc1ccccc1Cl,0,-4,13,-2,6,0,8,-10,2,2
O=C(NCCc1c[nH]c2ccccc12)OCc1cn(-c2cccc(Cl)c2)nn1,-3,nt,-2,-2,6,-4,2,nt,-1,2
Cc1c(-c2nc(N)nc(Nc3ccccc3)n2)oc2ccccc12,-11,3,-7,5,9,-17,-24,9,0,2
O=c1cc(Cl)c(-c2ccccc2)n[nH]1,0,5,-3,-1,-8,3,8,16,0,-5
CC(=O)OCn1nnc2ccccc2c1=O,0,-3,10,-2,2,2,5,-4,-4,8
O=C(CN1C(=O)NC2(CCCCCC2)C1=O)c1cccs1,3,-9,8,0,-14,-5,-6,-6,2,-5
O=C(Nc1cccc(C(F)(F)F)c1)Nc1ccc(N2CCCC2)c(S(=O)(=O)Nc2ccccc2Cl)c1,0,9,-5,4,13,0,-25,-7,1,-11
CC(=O)c1c(N2CCN(c3ccc(F)cc3)CC2)nc(=S)n(-c2ccccc2)c1C,3,-1,3,-1,8,1,3,-3,-2,-3
CCCCNC(=O)C1(C)CCC(=O)N1CCc1c[nH]c2ccccc12 (stereo not drawn),1,11,5,-3,-22,3,7,5,2,4
COc1cc(C(=O)Nc2cc(C(F)(F)F)ccc2Cl)cc(OC)c1OC,1,-4,0,-1,6,2,-4,-4,7,5
Cc1cc(NC(=O)C(C)Sc2nc(-c3ccccc3)cc(=O)[nH]2)no1 (stereo not drawn),-1,-1,-3,1,-17,-4,0,5,-1,11
COc1ccccc1N(CC(=O)NCCSCc1ccccc1)S(C)(=O)=O,3,-6,8,-4,-5,-6,3,9,14*,2
COc1ccc(CNC(=O)C/C(C)=N/NC(=O)c2cnccn2)cc1,-1,5,-7,-2,-1,-2,1,8,3,7
O=C(c1ccc(F)c(F)c1)N1CCCc2ccccc21,1,-10,16,1,5,-5,5,3,0,0
CCC(C)NC(=O)CSc1ccc(S(=O)(=O)N2CCN(Cc3ccccc3)CC2)cn1 (stereo not drawn),4,-16,5,-5,-11,-9,2,-11,-9,-1
CC1=CCC[C@@H]2[C@]3(CC/C(=C/CO)CO)CO[C@@]2(C1)[C@@H](O)C[C@H]3C,-1,4,-10,-2,-16,0,0,2,-3,-8
O=C1C2CC=C(Cl)CC2C(=O)N1CCC[n+]1cccc2ccccc21 (stereo not drawn),-2,4,-4,-7,-9,-125,-5,14,5,2
NC(=O)c1ccc(N2CCCC2)nc1,-1,0,4,-1,-7,4,2,-16,3,-1
COc1ccc(/C=C2/SC(=S)NC2=O)cc1OCc1ccccc1,0,-5,7,-1,5,-3,-25,3,0,-2
Cc1[nH]c2ccccc2c1-c1csc(NC(=O)CSCCO)n1,0,0,3,-5,-6,-4,6,3,1,1
CC1CCCN(Cc2cnc(Cl)s2)C1 (stereo not drawn),4,2,6,0,5,2,-3,-2,-3,0
COC(=O)[C@]12CCCCC=C1N(CCC1=CCCCC1)C(=O)[C@H](CC(=O)N1CCOCC1)C2,2,-3,-4,-4,3,-1,-12,-16,0,6
CCN(Cc1ccccc1)C(=O)C(C)OC(=O)c1cc(S(=O)(=O)Nc2c(C)n(C)n(-c3ccccc3)c2=O)ccc1C (stereo not drawn),0,5,-15,0,-3,2,-1,4,2,7
COC(=O)C(O)(CC(=O)Nc1ccc(C)c(F)c1)C(F)(F)F (stereo not drawn),-1,3,4,-7,-17,3,0,4,6,-5

# Seven entries from above, with tabs:
Compound	PLCg1 inh	ARFGAP1 inhibitor	TDP2 absorb	ADAM17 inh	ADAM10 inh	PLCb3 inh	SIAE inh	ASAP1 inh	DDE Tn7 FP inh	Tn6 DDE FP
COc1ccc(/C=C2/SC(=S)NC2=O)cc1OCc1ccccc1	0	-5	7	-1	5	-3	-25	3	0	-2
O=C(c1ccc(F)c(F)c1)N1CCCc2ccccc21	1	-10	16	1	5	-5	5	3	0	0
COC(=O)C(O)(CC(=O)Nc1ccc(C)c(F)c1)C(F)(F)F (stereo not drawn)	-1	3	4	-7	-17	3	0	4	6	-5
CCC(C)NC(=O)CSc1ccc(S(=O)(=O)N2CCN(Cc3ccccc3)CC2)cn1 (stereo not drawn)	4	-16	5	-5	-11	-9	2	-11	-9	-1
Cc1[nH]c2ccccc2c1-c1csc(NC(=O)CSCCO)n1	0	0	3	-5	-6	-4	6	3	1	1
CC1=CCC[C@@H]2[C@]3(CC/C(=C/CO)CO)CO[C@@]2(C1)[C@@H](O)C[C@H]3C	-1	4	-10	-2	-16	0	0	2	-3	-8
COC(=O)[C@]12CCCCC=C1N(CCC1=CCCCC1)C(=O)[C@H](CC(=O)N1CCOCC1)C2	2	-3	-4	-4	3	-1	-12	-16	0	6

# Following part:
SMILES,PLCg1 inh,ARFGAP1 inhibitor,TDP2 absorb,ADAM17 inh,ADAM10 inh,PLCb3 inh,SIAE inh,ASAP1 inh,DDE Tn7 FP inh,Tn6 DDE FP
CC1(C(=O)NC2CCCCC2)CCC(=O)N1CC(F)(F)F (stereo not drawn),-1,-2,1,-3,-10,3,-6,0,-1,11
CCOC(=O)c1cn[nH]c1NC(=S)Nc1ccc(Cl)cc1,-2,-5,-2,-1,19,2,-4,5,-4,10
Cc1c(N2C(=O)CSC2c2ccc([N+](=O)[O-])cc2)c(=O)n(-c2ccccc2)n1C (stereo not drawn),-3,3,-6,-6,-20,-3,1,-3,-3,9
COc1ccc(C(C)(C)C)cc1NC(=O)COC(=O)CSCc1c(C)noc1C,1,-10,-3,-4,3,-11,8,-5,3,-6
Cc1ccc(C(=O)OCc2ccc3c(c2)OCO3)cc1S(=O)(=O)N1CCCCC1,4,-3,-20,13*,21*,-1,-6,19,-6,-3
COc1ccccc1/C=C1\SC(=S)N(N2C(=O)CCCC2=O)C1=O,0,6,-6,2,2,-2,-3,-10,-8,5
CCS(=O)(=O)c1nc(S(=O)(=O)c2ccc(Cl)cc2)c(N2CCN(CCO)CC2)s1,-2,-8,2,-2,5,-3,14,-8,-1,9

# Screening data as filed in PubChem.
